CRFBP-R2 block: antagonists of CRF-BP/CRF-R2 complex, primary screen, cell-based, HEK293, calcium dye fluorescence, uHTS. CRF-induced calcium fluorescence. AID 588475, 2011. inhibition, % at 11.8 µM. 0.59% of 350,000 active;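 active = inhibition of the ligand-induced calcium signal above about 50% at the single tested concentration, limit read from the data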
CHRM4 PAM: human M4 muscarinic receptor positive allosteric modulators, primary screen, CHO-K1 cells, Fluo-8 calcium fluorescence; Muscarinic acetylcholine receptor M4 (Homo sapiens), P08173; CHO-K1 hM4/Gqi5, ACh EC20; 0% = ACh EC20, 100% = maximal ACh; activation, % at 3 µM; 0.4% of 360,000 active; AID 624126, 2012;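 active = activation above its plate's cutoff, the mean activation of sample wells plus 3 SD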; note: some results filed as inactive read as strong as hits
TAAR1 antag: human TAAR1 antagonists, primary screen, Fluo-8 calcium fluorescence, CHO RD-HGA16 cells; Trace amine-associated receptor 1 (Homo sapiens), Q96RJ0; antagonist; inhibition, % at 3 µM; 1.5% of 360,000 active;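 active = inhibition above a per-plate cutoff, the mean inhibition of test compounds on that plate plus 3 SD, cut at about 49% in these data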;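 note: 0% = DMSO plus EC80 beta-PEA response and 100% = DMSO alone without agonist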
Target sequence (Q96RJ0 whole entry, looked up): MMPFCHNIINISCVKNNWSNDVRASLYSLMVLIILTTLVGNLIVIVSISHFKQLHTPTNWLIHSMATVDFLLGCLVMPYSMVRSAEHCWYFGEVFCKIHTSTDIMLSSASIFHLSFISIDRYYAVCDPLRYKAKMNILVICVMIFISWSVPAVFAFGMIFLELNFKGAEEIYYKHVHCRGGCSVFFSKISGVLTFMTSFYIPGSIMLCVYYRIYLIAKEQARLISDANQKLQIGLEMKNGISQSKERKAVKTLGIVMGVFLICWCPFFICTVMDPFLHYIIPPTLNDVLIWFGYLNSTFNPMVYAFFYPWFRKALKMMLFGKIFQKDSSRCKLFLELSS
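Test system: RD-HGA16 CHO cells with stable hTAAR1 and Gα16 / Probe or stimulus: EC80 β-phenethylamine stimulus / Times: seeding 17-24 h prior, 75-min 37 °C, 30-min RT dye loading / Detection: Fluo-8 calcium-sensitive fluorescence / Read-out basis: % inhibition scaled between DMSO and EC80 PEA controls / Repeats: singlicate, one well per test compound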
M5 antag: human M5 muscarinic receptor antagonists, primary screen, CHO cells, Fluo-8 calcium fluorescence | inhibition, % at 3 µM | Muscarinic acetylcholine receptor M5 (Homo sapiens), P08912 | CHO-hM5 cells, ACh EC80 | AID 624040, 2012 | 0.59% of 360,000 active;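 active = inhibition above a per-plate cutoff, the mean of that plate's test compounds plus 3 SD, cut at about 27% in these data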;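 note: 0% = acetylcholine EC80 with DMSO and 100% = DMSO without agonist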
Target sequence (P08912 whole entry, looked up): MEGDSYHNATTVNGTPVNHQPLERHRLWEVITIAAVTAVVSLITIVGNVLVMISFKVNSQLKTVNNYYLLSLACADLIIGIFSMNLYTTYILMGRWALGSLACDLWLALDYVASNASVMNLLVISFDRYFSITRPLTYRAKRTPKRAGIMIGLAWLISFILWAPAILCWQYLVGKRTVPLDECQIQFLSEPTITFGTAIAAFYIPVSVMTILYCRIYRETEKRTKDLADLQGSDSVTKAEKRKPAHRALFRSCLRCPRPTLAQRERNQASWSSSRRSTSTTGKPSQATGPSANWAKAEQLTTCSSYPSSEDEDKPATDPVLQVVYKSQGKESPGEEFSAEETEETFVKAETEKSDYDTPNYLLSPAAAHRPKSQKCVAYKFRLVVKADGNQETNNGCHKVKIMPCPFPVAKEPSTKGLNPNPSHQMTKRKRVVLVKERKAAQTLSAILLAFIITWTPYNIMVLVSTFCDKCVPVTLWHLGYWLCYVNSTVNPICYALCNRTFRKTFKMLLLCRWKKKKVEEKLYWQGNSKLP
M5 ag: human M5 muscarinic receptor agonists, primary screen, CHO-K1 cells, Fluo-8 calcium fluorescence; Muscarinic acetylcholine receptor M5 (Homo sapiens), P08912; CHO-K1 hM5 cells; 0% DMSO wells, 100% maximal acetylcholine response; activation, % at 3 µM; 0.19% of 360,000 active; AID 624037, 2012;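 active = activation above the run's mean over test compounds plus 3 SD, cut at about 23% in these data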;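 note: signal is peak over basal fluorescence ratio across the kinetic read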
TAAR1 ag: human TAAR1 agonists, primary screen, Fluo-8 calcium fluorescence, CHO RD-HGA16 cells; Trace amine-associated receptor 1 (Homo sapiens), Q96RJ0; vehicle wells 0%, saturating PEA agonist 100%; 0.99% of 360,000 active; activation, % at 3 µM;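 active = activation above the mean activation of all test compounds in the run plus 3 SD, cut at about 38% in these data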
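Test system: RD-HGA16 (CHO) cells co-expressing Gα16 and hTAAR1 / Benchmarks: DMSO vehicle as 0%, PEA at EC100 as 100% / Repeats: no replicates (n 1) / Measure: % activation from peak over basal fluorescence ratio, DMSO-to-PEA scaled / Timing: 17-24 h plating, Fluo-8 75 min 37 °C, 30 min RT / Technique: kinetic Fluo-8 calcium fluorescence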
CHO-K1 Ca PAM: nonselective calcium activators in parental CHO-K1 cells, primary screen, counter-screen for M1 PAM project, cell-based, Fluo-8 calcium fluorescence, full deck, 1536-well. ATP EC20; 0% at ATP EC20, 100% at ATP max. activation, % at 3 µM. 0.02% of 360,000 active;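 active = activation above the run cutoff, the mean activation of all test compounds plus 3 SD, cut at about 40% in these data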;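 note: peak over basal fluorescence ratio in a 140 s read after ATP addition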
CRFBP-R2 agonist: agonists of CRF-BP/CRF-R2 complex, primary screen, cell-based, HEK293, calcium dye fluorescence, uHTS; calcium dye fluorescence (FLIPR); percent of saturating CRF peptide response; 0.46% of 350,000 active; activation, % at 13.2 µM; CRF-binding protein / CRF receptor 2 complex (human);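 active = activation of at least 50%, plus an integration ratio under a set limit after plate pattern correction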;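 note: plate controls were neutral control wells without compound for no effect and CRF at EC100 for full effect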
M5 PAM: human M5 muscarinic receptor positive allosteric modulators, primary screen, CHO-K1 cells, Fluo-8 calcium fluorescence; 0.3% of 360,000 active; CHO-K1 hM5, ACh EC20 PAM; 0% = ACh EC20, 100% = ACh EC100; AID 624038, 2012; Muscarinic acetylcholine receptor M5 (Homo sapiens), P08912; activation, % at 3 µM;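 active = activation above the run cutoff, the mean activation of all test compounds plus 3 SD, cut at about 18% in these data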
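System: CHO-K1 cell line with stable human muscarinic M5 receptor expression | Also added: EC20 acetylcholine as agonist stimulus | Compound: One concentration, 3 µM final (nominal) | Timing: Fluo-8 loading 80 min at 37 °C plus 30 min room temperature | Measured by: Fluo-8 calcium dye fluorescence, kinetic read | Read-out basis: % activation, ACh-normalized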
* marks the source's active call; other numbers are inactive results; nt = no result given.

#	SMILES	CRFBP-R2 block	CHRM4 PAM	TAAR1 antag	M5 antag	M5 ag
1	O=C(c1ccc(Cl)cc1)N1CCN(CCc2ccccn2)CC1	10	3	-15	0	-4
2	Cc1ccc2nc(-c3ccncc3)[nH]c2c1	-2	6	-23	-16	5
3	CCCn1c(=O)c2ccccc2n2c(SC(C)C(N)=O)nnc12 (stereo not given)	8	-1	-2	-4	0
4	CC(C)(C)OC(=O)N1CCC[C@@H]1C(=O)N1CCC[C@@H]1C(=O)NCc1ccccc1Cl	nt	1	-10	3	2
5	Cc1ccc(F)c(CNC(=O)C2CCC(=O)N(CCN3CCOCC3)C2)c1F (stereo not given)	-13	3	-14	-5	-4
6	COc1ccccc1NC(=O)CCCC(=O)OCC(=O)c1ccc(F)cc1	9	-1	5	8	-3
7	COc1ccc(Cl)cc1NC(=O)CN(C)C(=O)CSc1ccc2c(c1)OCCO2	-8	-1	-10	16	3
8	CCOC(=O)c1cc(C(C)=O)c(=O)n(C)c1N	1	-1	-4	3	-2

#	TAAR1 ag	CHO-K1 Ca PAM	CRFBP-R2 agonist	M5 PAM
1	2	5	-1.5	-1
2	0	5	-0.4	-1
3	6	12	-1.0	-2
4	2	14	nt	2
5	1	-11	1.1	1
6	-1	6	-1.1	-7
7	6	8	0.6	-6
8	6	8	-4.1	-2

The results go on:
#	SMILES	CRFBP-R2 block	CHRM4 PAM	TAAR1 antag	M5 antag	M5 ag
9	CS(=O)(=O)N1CCN=C1SCc1ccccc1	-9	5	3	2	-3
10	COc1ccc(CCn2nnc3ccccc3c2=O)cc1OC	-6	-5	-3	4	1
11	CC(=O)Nc1ccc(S(=O)(=O)/N=C2\C(=O)c3ccccc3C([O-])=C2n2cc[n+](-c3ccccn3)c2)cc1	25	1	-10	-8	-6
12	COc1ccc(/C=N/Nc2cc(C)nc(-n3nc(C)cc3C)n2)c(OC)c1	-98	-6	28	13	-2
13	CC(=O)Nc1cnc(-c2ccccc2C(C)=O)cn1	nt	-2	-23	-5	-1
14	CCn1c(SCC(=O)NNC(=O)c2ccccc2)nnc1-c1ccncc1	-16	12	1	-4	-2
15	CC(C)(C)CC(=O)N[C@@H](Cc1ccccc1)c1nc2ccccc2[nH]1	0	-2	nt	15	-4
16	CC1CCCC2(C1)NC(=S)c1c(sc3c1CCCC3)N2 (stereo not given)	-12	0	4	1	0

#	TAAR1 ag	CHO-K1 Ca PAM	CRFBP-R2 agonist	M5 PAM
9	1	2	-1.4	0
10	4	-2	-2.5	-7
11	-1	10	0.9	4
12	8	18	-0.7	-11
13	4	10	nt	0
14	6	16	0.6	-1
15	nt	0	-1.0	-2
16	5	22	-0.2	-2

Results in sequence from the list:
Entries 9 to 16 in M5 ag: -3, 1, -6, -2, -1, -2, -4, 0
Entries 9 to 16 in M5 PAM: 0, -7, 4, -11, 0, -1, -2, -2

Entries of single compounds as entered above. Values in the order: CRFBP-R2 block, CHRM4 PAM, TAAR1 antag, M5 antag, M5 ag, TAAR1 ag, CHO-K1 Ca PAM, CRFBP-R2 agonist, M5 PAM
Results for O=C(c1ccc(Cl)cc1)N1CCN(CCc2ccccn2)CC1 → 10, 3, -15, 0, -4, 2, 5, -1.5, -1
Results for COc1ccc(Cl)cc1NC(=O)CN(C)C(=O)CSc1ccc2c(c1)OCCO2 → -8, -1, -10, 16, 3, 6, 8, 0.6, -6

The list goes on.
#	SMILES	CRFBP-R2 block	CHRM4 PAM	TAAR1 antag	M5 antag	M5 ag
17	CC(C)=CC(=O)Nc1c(C)cc(C)cc1Cl	15	-4	6	7	0
18	O=C(O)C(CO)N=Cc1c(O)c2ccccc2oc1=O (stereo not given)	-6	6	-13	-7	-1
19	O=C(COC(=O)c1ccncc1)c1ccc(Br)cc1	10	2	8	2	-1
20	CS(=O)(=O)N(CC(=O)NC1CCCCC1)c1cccc(Cl)c1	-3	5	-7	-12	-4
21	COc1cc2c(cc1OC)C(c1cccs1)N(C(=O)c1cccnc1)CC2 (stereo not given)	24	-4	2	-19	-3
22	COC(=O)c1ccc(C(=O)OC)c(-n2c(=O)c3ccccc3c3ccccc3c2=O)c1	35	7	22	8	-5
23	Cc1cc(O)c2c(-c3ccccc3)cc(=O)oc2c1	24	1	5	-2	-4
24	CCc1nc(=O)c(-c2ccccc2)c(C)n1-c1ccccc1	-1	-9	7	18	-4

#	TAAR1 ag	CHO-K1 Ca PAM	CRFBP-R2 agonist	M5 PAM
17	6	-1	0.0	-3
18	0	-9	-1.6	-7
19	0	16	0.6	0
20	2	17	-0.9	2
21	7	10	-9.4	4
22	5	13	-1.7	2
23	7	13	17	-2
24	1	-12	0.0	-5

Sorted by molecular weight (descending): part of the list above.
#	SMILES	CRFBP-R2 block	CHRM4 PAM	TAAR1 antag	M5 antag	M5 ag
22	COC(=O)c1ccc(C(=O)OC)c(-n2c(=O)c3ccccc3c3ccccc3c2=O)c1	35	7	22	8	-5
21	COc1cc2c(cc1OC)C(c1cccs1)N(C(=O)c1cccnc1)CC2 (stereo not given)	24	-4	2	-19	-3
19	O=C(COC(=O)c1ccncc1)c1ccc(Br)cc1	10	2	8	2	-1
24	CCc1nc(=O)c(-c2ccccc2)c(C)n1-c1ccccc1	-1	-9	7	18	-4

#	TAAR1 ag	CHO-K1 Ca PAM	CRFBP-R2 agonist	M5 PAM
22	5	13	-1.7	2
21	7	10	-9.4	4
19	0	16	0.6	0
24	1	-12	0.0	-5

Later entries:
#	SMILES	CRFBP-R2 block	CHRM4 PAM	TAAR1 antag	M5 antag	M5 ag
25	COc1ccc(S(=O)(=O)N2CCC(C(=O)NCCC(=O)NC3CC3)CC2)cc1	-3	3	-9	7	-5
26	COc1cccc(-c2nnc(NC(=O)Cc3cccs3)s2)c1	0	3	-15	6	-1
27	CCS(=O)(=O)c1nn2c(N)c(/C=C3/C=CC(=O)C(OC)=C3)c(=O)nc2s1	-70	1	-8	3	1
28	CS(=O)(=O)N(CC(=O)N1CCN(c2cccc(Cl)c2)CC1)C1CCCCC1	8	-3	-1	-5	-1
29	NC(=O)NC(=O)COC(=O)c1cccnc1Nc1ccccc1F	3	24	-31	-1	1
30	CCCCn1c(N)c(N(CCOC)C(=O)c2oc3ccc(OCC)cc3c2C)c(=O)[nH]c1=O	4	-4	5	11	4
31	Cc1cccc(C)c1NC(=O)CNC(=O)C(C)N1CCN(c2cccc(Cl)c2)CC1 (stereo not given)	5	6	-1	-3	2
32	Cn1c(=O)c2c(nc(SCC(=O)Nc3ccccc3)n2C)n(C)c1=O	-17	10	3	-4	3

#	TAAR1 ag	CHO-K1 Ca PAM	CRFBP-R2 agonist	M5 PAM
25	2	-14	-1.4	0
26	2	-2	-2.0	-9
27	3	19	33	-1
28	3	8	-1.4	-1
29	-3	11	1.9	8
30	1	11	0.5	-5
31	0	19	0.8	-3
32	1	32	-0.2	2

Next structures:
#	SMILES	CRFBP-R2 block	CHRM4 PAM	TAAR1 antag	M5 antag	M5 ag
33	CC(C)N1CC(C(=O)Nc2ccc(Cl)cc2Cl)CC1=O (stereo not given)	6	4	-18	-3	0
34	CCOC(=O)C/C(C)=N/NC(=O)C1CC1(c1ccccc1)c1ccccc1 (stereo not given)	6	-7	-26	10	-1
35	CCn1ccc(C(=O)NC2=NCCS2)n1	2	-6	8	4	-1
36	Cc1ccc(NC(=O)C2CCCN(C(=O)c3ccc(Cl)cc3)C2)cc1 (stereo not given)	-7	1	0	2	0
37	O=C(N/N=C/c1ccc(-c2ccccc2[N+](=O)[O-])o1)[C@H]1C[C@@H]1c1ccccc1	10	2	24	5	-3
38	CC1CCC2CCCCC2N1C(=O)c1cc([N+](=O)[O-])cc([N+](=O)[O-])c1 (stereo not given)	-2	-3	8	0	-2
39	CCC(C)c1ccccc1NC(=O)c1cccc(-n2cnnn2)c1 (stereo not given)	-5	1	-8	16	-2
40	CN(C)S(=O)(=O)n1cnc(-c2ccccc2)c1-c1ccccc1	-30	0	10	-1	-10

#	TAAR1 ag	CHO-K1 Ca PAM	CRFBP-R2 agonist	M5 PAM
33	0	2	-0.6	5
34	0	15	1.8	-12
35	3	17	0.0	-2
36	3	18	-1.1	-4
37	10	13	1.0	-4
38	-4	9	-0.7	2
39	3	-17	0.3	-11
40	8	5	-0.5	-16

The list continues:
#	SMILES	CRFBP-R2 block	CHRM4 PAM	TAAR1 antag	M5 antag	M5 ag
41	CCC(C)c1ccccc1N=Cc1ccc2c(c1)OCO2 (stereo not given)	8	9	-12	4	-1
42	Cc1nc2c(=O)[nH]c(=S)[nH]c2[nH]c1=O	2	4	-32	1	3
43	Cc1ccsc1C(=O)N(Cc1nnc(-c2ccccc2Cl)o1)C1CC1	-4	-4	-11	4	-1
44	CSc1ccc(S(=O)(=O)N2CCCC2)cc1	0	1	9	3	-10
45	CCc1ccccc1NC(=O)CN1CCN(C(=O)CN2C(=O)NC3(CCCCC3C)C2=O)CC1 (stereo not given)	-14	-2	-5	4	0

#	TAAR1 ag	CHO-K1 Ca PAM	CRFBP-R2 agonist	M5 PAM
41	1	25	-1.5	-1
42	8	19	2.2	1
43	9	8	0.0	-9
44	-4	-4	0.5	-6
45	2	-15	2.6	-3
